MCF10A rereplic = induces DNA re-replication in MCF 10a normal breast cells. MCF 10A DNA re-replication, Hoechst nuclear intensity, 48 h. Potency, µM (titrated, usually from 46.1 µM), inactives show at the top dose activity, positive = re-replication, usual class: activators. 2.9% of 350,000 active; note: potency is the fitted concentration of half-maximal effect; % of control where 0% means no effect; nearly all actives have a fitted effect of over 50% in size
HT1080 IDH1KD tx = toxicity to HT-1080 IDH1 knockdown cells (counter line); HT-1080 IDH1 knockdown viability, ATP luminescence, 48 h; AID 686971; Potency, µM (doses to about 46.1 µM), for inactives: at the top dose activity, negative = toxicity, most hits filed as cytotoxic; 2% of 360,000 active;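 note: potency is the fitted concentration of half-maximal effect; 0% = DMSO wells and -100% = cell-free medium wells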
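Knockdown cells (IDH1KD HT-1080) received compounds 2 h after plating at 750 cells/well and were kept 48 h at 37 °C in 5% FBS RPMI. A CellTiter-Glo luminescence read gave % activity for curve fitting.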
KB-3-1 tox = kills parental KB-3-1 adenocarcinoma cells. KB-3-1 viability, CellTiter-Glo ATP luminescence, 72 h. Potency, µM (titrated, usually from 46.1 µM), for the others: at the highest dose activity change, negative = cytotoxic, actives largely listed as cytotoxic. 1.4% of 400,000 active. AID 1347075; note: potency is the fitted concentration of half-maximal effect; % is set by controls: 0 for no effect and ±100 for the full control effect; nearly all actives have a fitted effect of over 60% in size
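Cytotoxicity in the drug-sensitive parental line KB-3-1 was scored as loss of CellTiter-Glo luminescence following 72 h incubation with compound. Values come from curve fitting of normalized concentration-response data.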
KB-V1 MDR tox = kills drug-selected multidrug resistant KB-V1 cells; KB-V1 MDR cells viability, CellTiter-Glo, 72 h; Potency, µM (top dose mostly 46.1 µM), for the others: at the top dose activity change, negative = cytotoxicity, most hits filed as cytotoxic; 3.4% of 400,000 active; AID 1347076; note: potency is the fitted concentration of half-maximal effect; % is set by controls: 0 for no effect and ±100 for the full control effect; nearly all actives have a fitted effect of over 60% in size
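Following 72 h at 37 degrees C with compound, KB-V1 cell viability was read by CellTiter-Glo luminescence, medium being phenol-red-free DMEM plus 10% FBS; concentration-response parameters came from normalized, curve-fitted qHTS data.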
HT1080NT lethal = kills 2HG-producing HT-1080-NT fibrosarcoma cells. Potency, µM (series often up to 46.1 µM), inactives show top-dose activity, negative = less viability, most hits filed as cytotoxic. AID 686970. HT-1080-NT fibrosarcoma viability, CellTiter-Glo ATP luminescence, 48 h. 1.6% of 360,000 active;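 note: NT is the 2HG producing partner of a matched IDH1 knockdown line; potency is the fitted concentration of half-maximal effect; 0% = DMSO-treated cells and -100% = media-only wells without cells; nearly all actives have a fitted effect of over 55% in size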
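Toxicity toward the 2HG-producing NT line was scored as %Activity, normalised to DMSO and no-cell wells, from CellTiter-Glo luminescence after 48 hours' treatment.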
S2 tox = viability counter-screen for ATXN expression inhibitors; S2 cells (HEK-293 line with an ATXN2-luciferase reporter) viability, CellTiter-Fluor protease fluorescence, 24 h; 0.49% of 400,000 active; Potency, µM (titrated, usually from 56.7 µM), actives largely listed as cytotoxic; note: potency is the fitted concentration of half-maximal effect; nearly all actives have a fitted effect of over 40% in size
ATXN2 expr inh = ATXN2 expression inhibition | Potency, µM (top dose mostly 57 µM), without a hit: top-dose activity change, negative = inhibition, actives largely listed as inhibitors | HEK-293 ATXN2-luciferase reporter, luminescence, 24 h | AID 1745845 | 0.72% of 360,000 active; note: potency is the fitted concentration of half-maximal effect; % is set by controls: 0 for no effect and ±100 for the full control effect; nearly all actives have a fitted effect of over 55% in size
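ATXN2-luciferase reporter cells (luciferase flanked by upstream and downstream ATXN2 gene portions) were treated 24 h at 37 °C with compounds at up to 57 uM. SteadyGlo luminescence gave expression; GF-AFC fluorescence gave viability.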
IL-1B inflam inh = inflammasome signaling inhibition, IL-1 beta readout | THP-1 LPS/ATP IL-1B secretion, AlphaLISA, 16 h; stronger effect = lower value | 4.7% of 360,000 active | activity change, % at 57.5 µM; in the data active = activity change below about -50%; inconclusive = mostly about -30% to -49%; note: % is set by controls: 0 for no effect and ±100 for the full control effect
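Secreted IL-1B measured by AlphaLISA bead assay after 16 h compound exposure of THP-1 cells; compounds (final up to 57.5 uM) added 1 h before LPS (250 ng/mL) and ATP (1.25 mM) stimulation; lower signal means less secretion.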
SW480 rerep = inducers of DNA re-replication in SW480 colon cancer cells. SW480 DNA re-replication, Hoechst DNA content imaging, 48 h. Potency, µM (titrated, usually from 46.1 µM), for inactives: at the highest dose re-replication activation, most hits filed as activators. 1.8% of 340,000 active. AID 624297; note: potency is the fitted concentration of half-maximal effect; % of control where 0% means no effect; nearly all actives have a fitted effect of over 55% in size
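Image-based read-out: total Hoechst fluorescence of nuclei (405 nm excitation, 500-530 nm emission), with hits raising the fraction of high-intensity nuclei. SW480 colon cells incubated 48 hr with compounds at 37 C.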
* marks the source's active call; other numbers are inactive results; i = inactive; ? = inconclusive; . = no result given; & = joins results of further samples; [ ] = remark or other dose. Unless noted, calls come from the whole dose curve; as a rule, active = well fitted curve in the direction sought with a large enough effect; inconclusive = small, poorly fitted or top-dose-only effect, or another doubt; inactive = no such curve, though single readings can be large; an effect the other way counts as inactive or inconclusive. No enrichment for hits; any-hit rate near 11%.

SMILES | MCF10A rereplic | HT1080 IDH1KD tx | KB-3-1 tox | KB-V1 MDR tox | HT1080NT lethal | S2 tox | ATXN2 expr inh | IL-1B inflam inh | SW480 rerep
CCOC(=O)CSC1=C(C#N)C(c2ccccc2OCC)C(C(=O)OCC)C(=O)N1 (stereo not drawn) | ? | 2% | 25% | -9% | 6% | i | 5% | -25 | -2%
COCCCN1C(=O)c2ccc(C(=O)OCC(=O)N(CCC#N)c3cc(C)cc(C)c3)cc2C1=O | 0% | 5% | -4% | -2% | 5% | i | 0% | 19 | -2%
Cc1noc(C)c1C(=O)N1CCCC(C)(C(=O)NS(=O)(=O)C2CC2)C1 (stereo not drawn) | . | 23% | 0% | 4% | 0% | i | 7% | 25 | .
CCN(CC)c1ccc(NC(=O)CC2Oc3ccccc3NC2=O)c(C)c1 (stereo not drawn) | -4% | -18% | ? | ? | -13% | i | -17% | 24 | ?
COc1ccc(Cl)cc1C(=O)NCCCn1ccnc1 | 0% | 5% | 9% | 1% | 9% | i | 1% | 1 | -1%
C=CCn1c(N)c(C(=O)OCC)sc1=S | -2% | 4% | -5% | ? | 2% | i | 2% | -11 | -12%
COc1ccccc1-c1noc2c1C(=O)N(Cc1cn(Cc3ccccc3)nn1)CC2 | . | 0% | -2% | ? | -1% | i | -8% | 0 | .
CCCCc1ccc(N=N/C(C(=O)Nc2ccc(NC(C)=O)cc2OC)=C(/C)O)cc1 | -2% | -9% | -12% | -5% | -1% | i | -3% | 33 | -9%
O=C(CNCc1cccc(Cl)c1)N1CCc2ccccc2C1 | 4% | -2% | 16% | 5% | -11% | i | 23% | 14 | 3%
COC(=O)c1cccc(NC(=S)N2CCOCC2)c1 | -10% | ? | 9% | -18% | 28% | i | -8%[11.3 µM] | 9 | -4%
CCCCn1nc(C(=O)NC2CCCCCC2)c2ccccc2c1=O | -7% | 4% | . | . | 11% | i | 4% | 26 | -1%
Cc1ccc(/C=C/C(=O)OCC(=O)NCc2ccccc2)o1 | 2% | 0% | -3% | 29% | 1% | i | 3% | 27 | ?
c1ccc2c(N3CCCC3)nc(-c3ccncc3)nc2c1 | -9% | -4% | -11% | -28% | -2% | i | -20% | -80* | -5%
O=C(Nc1cccc(S(=O)(=O)NC2=NCCC2)c1)c1ccccc1 | -2% | 1% | 18% | 5% | -3% | i | -18% | 11 | 2%
O=C(NCc1cccnc1)C(=O)NCC1OCCCN1S(=O)(=O)c1ccc(Cl)cc1 (stereo not drawn) | 0% | 0% | -7% | 2% | -3% | i | -3% | -12 | 11%
O=Cc1ccc2c(c1)CCN2Cc1ccccc1 | 2% | -2% | 0% | -20% | -1% | i | 1% | -13 | -17%
CCCCNC(=O)COC(=O)c1c2c(nc3ccccc13)CCC2 | -2% | -13% | -10% | -37% | -10% | i | 4% | 30 | -5%
Cc1nn(Cc2c(F)c(F)c(F)c(F)c2F)c(C)c1NC(=O)c1cccc(COc2ccc(Cl)cc2)c1 | 20% | 4% | 4% | -1% | 6% | i | -8% | -6 | 10%
Cc1cc2cc3c(cc2nc1SCc1ccc(C(=O)O)cc1)OCCO3 | 9% | -2% | 12% | 12% | -4% | i | 7% | -16 | -3%
Cc1ccc(SC[C@H](Cc2ccccc2)N2CCN(C)CCC2=O)cc1 | ? | -6% | -1% | -6% | -9% | i | -7% | -24 | -8%[9.22 µM]
O=C(OCC(=O)N1CCOCC1)c1ccc(Cl)cc1[N+](=O)[O-] | -2% | 11% | 6% | 0% | 10% | i | 23% | 30 | 5%
O=C(CCNC(=O)c1ccccc1)OCC(=O)c1cccc(Cl)c1 | ? | -2% | -4% | 1% | 4% | i | 3% | -5 | 6%
CCc1ccc(C(C(=O)NCCOC)N(C(=O)Cn2nnc3ccccc32)c2cccnc2)cc1 (stereo not drawn) | 10% | 17% | 6% | -6% | 22% | i | -1% | 44 | 14%
Cc1ccccc1OCc1nnc(SCC(=O)Nc2ccc(N3CCOCC3)cc2)n1C | 27% | 1% | ? | -12% | 0% | i | -23% | 14 | 7%
CC1CCCC(NC(=O)c2cccs2)C1C (stereo not drawn) | 0% | -7% | -6% | -10% | 12% | i | . | -1 | -6%
NS(=O)(=O)c1ccc(NC(=O)Nc2ccc3c(c2)OCO3)cc1 | 7% | ? | -1% | ? | -12% | i | 43%[activator] | i | -2%
COc1ccc(C2C(C#N)=C(N)SC(N)=C2C#N)cc1OC | 2% | 0% | 13% | -26% | -14% | i | -2% | -6 | 1%
Cc1ccc(OCCSc2nc3ccccc3n2CCC(=O)O)c(C(C)C)c1 | . | -2% | -21% | ? | -1% | i | . | 13 | .
COc1ccccc1NC(=O)CCc1nnc2ccc(NCc3ccco3)nn12 | -2% | 9% | 1% | ? | 21% | i | 3% | -9 | -16%
O=C(NCCCN1CCCCCC1)c1cc2c(=O)oc3ccccc3c2s1 | 2% | -1% | 11% | -17% | 10% | i | -7% | -7 | -3%
CCc1c(O)nc(SCC(=O)Nc2nc3ccccc3s2)n(C2CCCCC2)c1=O | ? | ? | -24% | -2% | -6% | i | . | 41 | -8%
COc1ccc(-c2sc3ccc(N4CCOCC4)cc3c2C#CCO)cc1 | 12µM* | ? | 0% | -27% | -18% | ? | 28µM* | 0 | ?
OC(CN1CCN(c2cccc(Cl)c2)CC1)c1ccc(F)cc1 (stereo not drawn) | 17% | -18% | -13% | -25% | -6% | i | -11% | 1 | 12%
CCOc1c2ccc(C(=O)NCCc3cccs3)cc2nn1CC | -2% | 14% | 14% | -6% | 18% | i | 35%[activator] | 10 | -6%
CCCc1nc2c(c(=O)c3ccccc3n2C)c(=O)n1-c1cc(C)cc(C)c1 | -1% | 2% | -1% | ? | 5% | ? | . | 25 | 3%
Cc1ccc(-n2c(=O)c3ccccc3n(CC(=O)C(C)(C)C)c2=O)cc1 | -6% | 2% | 1% | 4% | 27% | i | -6% | 0 | -7%
O=C(COC(=O)C1CC2CCCC(C1)C2=O)NC(=O)c1ccc(OC(F)F)cc1 (stereo not drawn) | 3% | -1% | . | . | -1% | i | -5% | 2 | -2%
O=C(CSc1nc(Nc2ccccc2)nc(N2CCOCC2)n1)Nc1ccccc1Cl | ? | -4% | -3% | 15µM* | -6% | i | 76%[activator] | -7 | ?
COc1ccc(COC(=O)c2cccc(S(=O)(=O)N3CCCC3)c2)cc1F | 6% | -7% | -6% | -24% | 0% | i | -33% | 24 | -13%
COc1ccc(-c2nnc(COc3ccc4ccccc4c3)o2)cc1OC | ? | 4% | 1% | -28% | 2% | i | -4% | -11 | 16%
Cc1ccc(N(C)C(=O)CCS(=O)(=O)c2cc3c(cc2Cl)NC(=O)CO3)cc1 | 4% | -9% | 0%&18% | 4%&-10% | -5% | i | -19%&-10% | -1 | ?
O=C(NCc1ccc2c(c1)OCO2)c1ccc2c(c1)OCCO2 | 2% | 0% | -8% | ? | -3% | i | 29% | -2 | -3%
CN(Cc1ccccc1NS(=O)(=O)c1ccc(Cl)cc1)C1CCCCC1 | -2% | -3% | -12% | 0% | 5% | i | -12% | 10 | -3%
CCN(CC)c1ccc(C(=O)OCC(=O)NC(C)(C)C)cc1 | ? | 0% | -2% | ? | -22% | i | 0% | 24 | -5%
Cc1nnc(SCC(=O)N2CCN(S(=O)(=O)c3ccc(Cl)cc3)CC2)n(N)c1=O | ? | 17% | 15% | 8% | 13% | i | 5% | -8 | -3%
COCCn1c(-c2ccc(OC(F)(F)C(F)C(F)(F)F)cc2)nc2c1c(=O)[nH]c(=O)n2CC(C)C (stereo not drawn) | ? | -2% | ? | ? | 0% | i | -7% | -3 | -4%
CC(C)c1ccccc1OCC(=O)Nc1nnc(C2CC2)s1 | ? | -2% | -2% | -12% | -12% | i | 4% | 6 | -9%
O=C(COC(=O)c1cnccn1)c1ccc(C2CCCCC2)cc1 | ? | 17% | 1% | 0% | -7% | i | 19% | 35 | -1%
Cc1nnc(SCC(=O)Nc2cc(S(=O)(=O)N3CCOCC3)ccc2C)s1 | 2% | 12% | -4% | 4% | 7% | i | -4% | -4 | ?
C=CCNC(=O)c1cc2nc(C3CC3)cc(C(F)F)n2n1 | -1% | 14% | -12% | 8% | 13% | i | 16% | -3 | -19%
O=C(CCCc1ccccc1)Nc1nccs1 | 1% | 13% | 15% | 8% | 12% | i | 10% | -6 | 0%
Cc1[nH]c2ccccc2c1/C=N/NC(=O)CNC(=O)c1ccco1 | 4% | 4% | 5% | ? | -12% | i | -4% | 3 | -10%
O=C(Cc1ccc(Cl)cc1Cl)Nc1ccc(OC(F)F)c(Cl)c1 | ? | 1% | 2% | -8% | 9% | ? | -11% | -11 | 2%
Cc1ccc2[nH]c(C(=O)O)c(NC(=O)c3ccccc3[N+](=O)[O-])c2c1 | -65%[inhibitor] | 10% | 14% | 1% | 0% | i | 3% | -3 | -4%
CCc1ccccc1OCC(=O)Nc1ccc(C)c(S(=O)(=O)N2CCCCCC2)c1 | 4% | -18% | 18µM* | ? | -6%[9.24 µM] | i | -23% | -21 | 10%
CCN(/N=C/c1ccc(N(C)C)cc1)c1nc2ccccc2[nH]1 | 5.8µM* | ? | 9% | ? | ? | i | . | -29 | -13%
CCC(CC)C(=O)N1CCCC(c2nc(-c3cccs3)no2)C1 (stereo not drawn) | -3% | 1% | 2% | -25% | 4% | i | 23% | 18 | -1%
Nc1ncnc(N2CCOCC2)n1 | -4% | 28% | 18% | -7% | 13% | ? | -14% | 1 | -7%

Source: PubChem BioAssay (National Center for Advancing Translational Sciences (NCATS))
